Source: PubChem BioAssay (several laboratories)
GPR35 arrestin U2OS – inhibition of zaprinast-stimulated GPR35 beta-arrestin translocation – imaging, U2OS, beta-arrestin-GFP, zaprinast agonist, primary screen (AID 2058). U2OS GPR35 beta-arrestin-GFP translocation imaging, zaprinast antagonism; higher % means a stronger effect. inhibition, % at 10 µM, or IC50 in µM where a hit was titrated. actives 0.052% (n = 290,000);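 active = inhibition of at least 50% with at least 30 cells and total cytoplasm GFP at most 10,000,000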
RSV antiviral HEp-2 – RSV antiviral activity via CPE protection, HEp-2 cells, primary 10 µM value included (AID 2391) | HEp-2 cells, RSV-induced CPE inhibition; higher % means a stronger effect | CPE inhibition, % at 10 µM; hits with a dose series show IC50 in µM | actives 0.13% (n = 310,000); in the data active = a potency from the dose series; note: strong numbers were not always called active
UTI89 phage lysis – inhibition of K1F phage lysis, E. coli UTI89, bacterial capsule biogenesis inhibitors, alamar blue (AID 488966) | actives 0.02% (n = 340,000) | inhibition, % at 100 µM; hits with a dose series show IC50 in µM | E. coli UTI89 K1F phage lysis, alamar blue, 2 h; higher % means a stronger effect;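 active = phage lysis inhibition, versus mean bacterial control, above a set limit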;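 note: capsule biogenesis inhibitors block K1F phage lysis so surviving cells raise fluorescence; higher fluorescence means more inhibition of phage lysis; actives were called in the ten point dose series up to 300 µM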
Large T inhibition – SV40 large T antigen inhibitors, biochemical (AID 1903) | SV40 large T antigen ATPase/helicase inhibition assay; higher % means a stronger effect | one-dose inhibition, % at 20 µM; IC50 in µM for titrated hits | actives 0.39% (n = 310,000); in the data active = a potency from the dose series; note: strong numbers were not always called active
HIV peptide binding – inhibitors of HIV fusion peptide binding, primary screen, biochemical, uHTS, fluorescence dequenching (AID 1986); cell-free peptide binding, fluorescence dequenching, 30 min; higher % means a stronger effect; inhibition, % at 20 µM, or IC50 in µM where a hit was titrated; actives 0.3% (n = 290,000); in the data active = inhibition mostly above about 52%, no sharp cut-off; inactive = mostly below about 76%; note: some results filed as inactive read as strong as hits
MgcRacGAP inhibition – MgcRacGAP GTPase-activating activity inhibitors, confirmation, biochemical, ADP Hunter fluorescence | AID 624330 | MgcRacGAP-stimulated Rac1 GTP hydrolysis, ADP Hunter fluorescence; higher % means a stronger effect; GST-tagged Rac1 F28L mutant substrate | actives 0.6% (n = 340,000) | one-dose inhibition, % at 30 µM; IC50 in µM for titrated hits;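 active = first-screen hits whose inhibition reached a set limit at any dose in the follow-up dose series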;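 note: fluorescence reports GDP produced by GAP-driven GTP hydrolysis; strong numbers were not always called active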
NS5 inhibitors – flavivirus cap methylation enzyme inhibition – biochemical, confirmation dose response, primary screen (AID 588689). Dengue-2 NS5 methyltransferase capping enzyme assay, biochemical; higher % means a stronger effect. one-dose inhibition, % at 25 µM; IC50 in µM for titrated hits. actives 0.3% (n = 340,000); in the data active = a potency from the dose series
GPR55 antagonists – inhibition of LPI-stimulated GPR55 beta-arrestin translocation – imaging, U2OS, beta-arrestin-GFP, LPI agonist, primary screen (AID 2013). U2OS GPR55 beta-arrestin-GFP translocation imaging, LPI antagonism; higher % means a stronger effect. inhibition, % at 10 µM; hits with a dose series show IC50 in µM. actives 0.13% (n = 290,000);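 active = spots per cell inhibited over 60%, with over 100 cells counted and total cytoplasm intensity under 500,000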;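 note: U2OS cells stably carrying GPR55 and arrestin-GFP stimulated by 5 µM LPI near EC80; imaged beta-arrestin-GFP aggregate spots per cell after agonist stimulation; plate controls were LPI-stimulated DMSO wells for no effect and DMSO wells without LPI for full effect; some results filed as inactive read as strong as hits; confirmed hits need IC50 under 10 µM and bright autofluorescent wells are also inconclusive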
Salmonella PhoP GFP – PhoP-dependent GFP reporter repression – Salmonella Typhimurium, primary screen (AID 1863) | S. Typhimurium PhoP-regulated promoter GFP reporter, 4 h; higher % means a stronger effect | inhibition, % at 50 µM; hits with a dose series show IC50 in µM | actives 0.16% (n = 300,000);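 active = inhibition over 29.93%, a cutoff 3 SD above the screen mean, later confirmed by dose response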;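 note: 0% = low Mg2+ inducing control and 100% = high Mg2+ repressing control; strong numbers were not always called active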
NS5 inhibitors pilot replicate – also measured in NS5 inhibitors; calls as there; inhibition, %; measured here: pilot screen replicate inhibition
An asterisk follows results filed as active; [ ] = another dose, or the depositor's remark. Random draw from the library. Share with any hit: about 1.5%.

The first two records (preview)
For O=C(O)C1C2CCC(O2)C1C(=O)Nc1cccc(Cl)c1 (configuration not stated) the results were GPR35 arrestin U2OS -9%, RSV antiviral HEp-2 5.1%, UTI89 phage lysis 0.4%, Large T inhibition 24%, HIV peptide binding 1.2%, MgcRacGAP inhibition 14%, NS5 inhibitors -10%, GPR55 antagonists 15% and Salmonella PhoP GFP -6%.
For COc1ccc(C(=O)NCC(=O)N/N=C/c2cn(C)c3ccccc23)cc1OC the results were GPR35 arrestin U2OS 4%, RSV antiviral HEp-2 12%, UTI89 phage lysis 0.0%, Large T inhibition 24%, HIV peptide binding 0.6%, MgcRacGAP inhibition 5%, NS5 inhibitors -1%, GPR55 antagonists 8% and Salmonella PhoP GFP -4%.

Results, repeating the preview:
For O=C(O)C1C2CCC(O2)C1C(=O)Nc1cccc(Cl)c1 (configuration not stated) the results were GPR35 arrestin U2OS -9%, RSV antiviral HEp-2 5.1%, UTI89 phage lysis 0.4%, Large T inhibition 24%, HIV peptide binding 1.2%, MgcRacGAP inhibition 14%, NS5 inhibitors -10%, GPR55 antagonists 15% and Salmonella PhoP GFP -6%.
For COc1ccc(C(=O)NCC(=O)N/N=C/c2cn(C)c3ccccc23)cc1OC the results were GPR35 arrestin U2OS 4%, RSV antiviral HEp-2 12%, UTI89 phage lysis 0.0%, Large T inhibition 24%, HIV peptide binding 0.6%, MgcRacGAP inhibition 5%, NS5 inhibitors -1%, GPR55 antagonists 8% and Salmonella PhoP GFP -4%.
For COC(=O)c1cccc(NC(=O)C2COc3ccccc3O2)c1C (configuration not stated) the results were GPR35 arrestin U2OS 13%, RSV antiviral HEp-2 2.1%, UTI89 phage lysis 0.4%, Large T inhibition 8%, HIV peptide binding 1.7%, MgcRacGAP inhibition 3%, NS5 inhibitors -7%, GPR55 antagonists 8% and Salmonella PhoP GFP 0%.
COc1ccc(C(=O)OCC(=O)c2cc(C)n(CC3CCCO3)c2C)cc1[N+](=O)[O-] (configuration not stated) was read as RSV antiviral HEp-2 1.6%, UTI89 phage lysis 0.3%[50 µM], MgcRacGAP inhibition 5% and NS5 inhibitors 3%.
COc1ccc(N(C(=O)c2cccnc2)S(=O)(=O)c2cccc([N+](=O)[O-])c2)cc1 was read as GPR35 arrestin U2OS 0%, RSV antiviral HEp-2 0.0%, UTI89 phage lysis -1.4%, Large T inhibition 0%, HIV peptide binding -0.6%, MgcRacGAP inhibition 5%, NS5 inhibitors -2%, GPR55 antagonists 12% and Salmonella PhoP GFP 0%.
`Fc1ccc(Nc2nc(N3CCOCC3)c3ccccc3n2)cc1` gave GPR35 arrestin U2OS 8%, RSV antiviral HEp-2 1.6%, UTI89 phage lysis -0.4%, HIV peptide binding -0.5%, MgcRacGAP inhibition 14%, NS5 inhibitors 6% and GPR55 antagonists 4%.
`Cc1[nH]c2ccccc2c1C(=O)CSC(=S)N1CCOCC1` gave GPR35 arrestin U2OS 2%, RSV antiviral HEp-2 2.6%, UTI89 phage lysis -1.4%, Large T inhibition 8%, HIV peptide binding -0.3%, MgcRacGAP inhibition 10%, NS5 inhibitors -5%, GPR55 antagonists -1% and Salmonella PhoP GFP 0%.
For O=c1oc2cc([N+](=O)[O-])ccc2nc1/C=C(\O)c1cccc(Br)c1 the results were GPR35 arrestin U2OS -4%, RSV antiviral HEp-2 0.5%, UTI89 phage lysis -0.6%, Large T inhibition 16%, HIV peptide binding 15%, MgcRacGAP inhibition 23%, NS5 inhibitors -4%, GPR55 antagonists 11% and Salmonella PhoP GFP 8%.
Screening O=C(NCc1cccc(C(F)(F)F)c1)C1CC(c2ccc(C(F)(F)F)cc2)=NO1 (configuration not stated) returned GPR35 arrestin U2OS -4%, RSV antiviral HEp-2 13%, UTI89 phage lysis 0.8%, Large T inhibition 15%, HIV peptide binding 1.7%, MgcRacGAP inhibition 7%, NS5 inhibitors -2%, GPR55 antagonists -4% and Salmonella PhoP GFP -6%.
Screening CCN(CC)CCNS(=O)(=O)c1ccc(Cl)cc1 returned GPR35 arrestin U2OS -9%, RSV antiviral HEp-2 -0.6%, UTI89 phage lysis -0.1%, Large T inhibition -1%, HIV peptide binding 0.3%, MgcRacGAP inhibition 6%, NS5 inhibitors 1%, GPR55 antagonists 0% and Salmonella PhoP GFP 12%.
CSc1ccc(Cl)c(C(=O)OCC(=O)N2CC(C)OC(C)C2)c1 (configuration not stated) was read as GPR35 arrestin U2OS 2%, RSV antiviral HEp-2 2.6%, UTI89 phage lysis 1.5%, Large T inhibition -2%, HIV peptide binding -0.9%, MgcRacGAP inhibition 15%, NS5 inhibitors -5%, GPR55 antagonists 13% and Salmonella PhoP GFP -9%.
Screening O=C(Cn1c(=O)oc2ccccc21)c1ccccc1 returned GPR35 arrestin U2OS -3%, RSV antiviral HEp-2 0.7%, UTI89 phage lysis 3.5%[50 µM], Large T inhibition 9%, HIV peptide binding 0.2%, MgcRacGAP inhibition 0%, NS5 inhibitors 8%, GPR55 antagonists -5% and Salmonella PhoP GFP 1%.
COc1cc(/C=N/NC(=O)C(=O)NCC2CCCO2)cc(Cl)c1O (configuration not stated) was read as GPR35 arrestin U2OS -6%, RSV antiviral HEp-2 0.8%, UTI89 phage lysis 0.0%, Large T inhibition 22%, HIV peptide binding -2.1%, MgcRacGAP inhibition 22%, NS5 inhibitors 8%, GPR55 antagonists 12% and Salmonella PhoP GFP -6%.
Screening Cc1ccc([N+](=O)[O-])cc1S(=O)(=O)Nc1ccc(C(=O)N2CCN(C(=O)c3ccco3)CC2)cc1 returned RSV antiviral HEp-2 0.9%, UTI89 phage lysis -0.1%, MgcRacGAP inhibition -8% and NS5 inhibitors -4%.
Cc1cc2cc(CNC(=O)c3cccc([N+](=O)[O-])c3)ccc2[nH]1 was read as GPR35 arrestin U2OS 9%, RSV antiviral HEp-2 0.8%, UTI89 phage lysis 2.1%, Large T inhibition 14%, HIV peptide binding 2.2%, MgcRacGAP inhibition 7%, NS5 inhibitors 2%, GPR55 antagonists 0% and Salmonella PhoP GFP 2%.
Screening CCCCCCc1c(O)nc(SCCN(C)C)[nH]c1=O returned GPR35 arrestin U2OS -5%, RSV antiviral HEp-2 0.5%, UTI89 phage lysis 0.0%, Large T inhibition 3%, HIV peptide binding -1.0%, MgcRacGAP inhibition 11%, NS5 inhibitors 1%, GPR55 antagonists 8% and Salmonella PhoP GFP -3%.
O=C(/C=C/c1ccccc1)N1CCN(c2ccccn2)CC1 was read as GPR35 arrestin U2OS 4%, RSV antiviral HEp-2 1.7%, UTI89 phage lysis -1.1%, Large T inhibition 4%, HIV peptide binding -2.9%, MgcRacGAP inhibition -8%, NS5 inhibitors 1%, GPR55 antagonists 2% and Salmonella PhoP GFP 0%.
For CCn1cc(/C=N\NC(=O)c2c[nH]c3ccccc23)c(C)n1 the results were GPR35 arrestin U2OS -9%, RSV antiviral HEp-2 1.5%, UTI89 phage lysis -1.1%, Large T inhibition 8%, HIV peptide binding -0.8%, MgcRacGAP inhibition 8%, NS5 inhibitors 3%, GPR55 antagonists 5% and Salmonella PhoP GFP -26%.
For CN(C)C(=O)c1ccc(-n2cnc3ccccc3c2=O)cc1 the results were GPR35 arrestin U2OS -7%, RSV antiviral HEp-2 -0.8%, UTI89 phage lysis 0.2%, Large T inhibition 10%, HIV peptide binding -0.4%, MgcRacGAP inhibition 11%, NS5 inhibitors 2%, GPR55 antagonists 2% and Salmonella PhoP GFP 2%.
`CC1CCCN(C(=O)Cc2cccc3ccccc23)C1` (configuration not stated) gave GPR35 arrestin U2OS 11%, RSV antiviral HEp-2 0.6%, UTI89 phage lysis 0.2%, Large T inhibition -2%, HIV peptide binding 0.3%, MgcRacGAP inhibition 10%, NS5 inhibitors 6%, GPR55 antagonists 2% and Salmonella PhoP GFP 0%.
COC(=O)c1ccc(C2C(Oc3ccccc3)C(=O)N2CCc2ccc(OC)c(OC)c2)cc1 (configuration not stated) was read as GPR35 arrestin U2OS -4%, RSV antiviral HEp-2 1.1%, UTI89 phage lysis 0.6%, Large T inhibition 28%, HIV peptide binding -2.7%, MgcRacGAP inhibition -5%, NS5 inhibitors -3%, GPR55 antagonists -8% and Salmonella PhoP GFP -13%.
Screening CCn1c(C)cc(/C=C2/NC(=O)N(CC(=O)Nc3cccc(C)c3)C2=O)c1C returned GPR35 arrestin U2OS 8%, RSV antiviral HEp-2 1.4%, UTI89 phage lysis 1.5%[50 µM], Large T inhibition 8%, HIV peptide binding 8.1%, MgcRacGAP inhibition 11%, NS5 inhibitors -5%, GPR55 antagonists 8% and Salmonella PhoP GFP 28%.
For Cc1ccc(/C=N/NC(=O)c2nnn(-c3nonc3N)c2-c2ccccc2)o1 the results were GPR35 arrestin U2OS -8%, RSV antiviral HEp-2 1.2%, UTI89 phage lysis 0.0%, Large T inhibition 21%, HIV peptide binding 1.1%, MgcRacGAP inhibition 16%, NS5 inhibitors -12%, GPR55 antagonists 5% and Salmonella PhoP GFP -8%.
Screening COc1ccc(-c2ccc(-c3noc(C)n3)c(OC)n2)cc1 returned GPR35 arrestin U2OS 3%, RSV antiviral HEp-2 -0.2%, UTI89 phage lysis 2.0%, Large T inhibition 12%, HIV peptide binding 0.2%, MgcRacGAP inhibition -2%, NS5 inhibitors -8%, GPR55 antagonists 24% and Salmonella PhoP GFP -3%.
For CC(=O)Nc1ccc(C(=O)Nc2ccc3c(c2)OCO3)cc1 the results were GPR35 arrestin U2OS -6%, RSV antiviral HEp-2 0.4%, UTI89 phage lysis -0.5%, Large T inhibition 23%, HIV peptide binding 0.9%, MgcRacGAP inhibition 0%, NS5 inhibitors 3%, GPR55 antagonists 1%, Salmonella PhoP GFP 14% and NS5 inhibitors pilot replicate 2.1.
`COC(=O)c1cc(S(=O)(=O)NCCCc2ccco2)c[nH]1` gave GPR35 arrestin U2OS 16%, RSV antiviral HEp-2 1.7%, UTI89 phage lysis 3.4%, Large T inhibition 17%, HIV peptide binding 1.0%, MgcRacGAP inhibition 10%, NS5 inhibitors -11%, GPR55 antagonists 12% and Salmonella PhoP GFP -7%.
CCSc1nnc(NC(=O)Cn2cnc3c2c(=O)n(C)c(=O)n3C)s1 was read as GPR35 arrestin U2OS 8%, RSV antiviral HEp-2 0.0%, UTI89 phage lysis 0.2%, Large T inhibition 3%, HIV peptide binding -0.1%, MgcRacGAP inhibition 9%, NS5 inhibitors -6%, GPR55 antagonists -1% and Salmonella PhoP GFP -4%.
Cc1nc(CCNC(=O)CC2C(=O)NCCN2CC(C)C)nc2c1CCC2 (configuration not stated) was read as GPR35 arrestin U2OS 8%, RSV antiviral HEp-2 2.1%, UTI89 phage lysis 0.1%, Large T inhibition 4%, HIV peptide binding 4.5%, MgcRacGAP inhibition 3%, NS5 inhibitors -7%, GPR55 antagonists 6% and Salmonella PhoP GFP -6%.
